HEK293 NOD2/NF-kB: NOD2 signaling inhibitors, cell-based, luminescence, uHTS, HEK293 (AID 1566). HEK293 NOD2/NF-kB luciferase reporter, luminescence; higher % means a stronger effect. one-dose inhibition, % at 4 µM; EC50 in µM for titrated hits. 290,000 tested, 0.63% active; note: many of its hits are not listed in these tables
KOR beta-arrestin-1: kappa opioid receptor activators – cell-based, luminescence, uHTS, primary screen (AID 1777); activation, % at 10 µM; hits with a dose series show EC50 in µM; KOR beta-arrestin recruitment, luminescence; higher % means a stronger effect; 280,000 tested, 0.02% active; in the data active = activation above about 50%, passing the limit was not always enough; note: a part of the inactive calls stands beside numbers as strong as those of hits
GPR35 antagonists: GPR35 antagonists blocking zaprinast-driven arrestin recruitment, primary screen, imaging, U2OS, beta-arrestin-GFP, zaprinast agonist (AID 2058) | 290,000 tested, 0.052% active | U2OS GPR35 beta-arrestin-GFP translocation imaging, zaprinast antagonism; higher % means a stronger effect | inhibition, % at 10 µM, or IC50 in µM where a hit was titrated;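 active = inhibition of at least 50% with at least 30 cells and total cytoplasm GFP at most 10,000,000; inconclusive = under 30 cells or total GFP of 10,000,000 plus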
KOR beta-arrestin-2: KOR antagonists, beta-arrestin recruitment, cell-based, luminescence, uHTS (AID 1778) | inhibition, % at 10 µM, or IC50 in µM where a hit was titrated | 290,000 tested, 0.091% active | KOR beta-arrestin recruitment, luminescence, antagonist mode; higher % means a stronger effect; note: strong numbers were not always called active
GPR55 antagonists: GPR55 antagonists blocking LPI-driven arrestin recruitment, primary screen, imaging, U2OS, beta-arrestin-GFP, LPI agonist (AID 2013); U2OS GPR55 beta-arrestin-GFP translocation imaging, LPI antagonism; higher % means a stronger effect; inhibition, % at 10 µM, or IC50 in µM where a hit was titrated; 290,000 tested, 0.13% active;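 active = spots per cell inhibited over 60%, with over 100 cells counted and total cytoplasm intensity under 500,000; inconclusive = wells with under 100 cells, flagged as likely toxic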;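 note: U2OS cells stably carrying GPR55 and arrestin-GFP stimulated by 5 µM LPI near EC80; imaged beta-arrestin-GFP aggregate spots per cell after agonist stimulation; plate controls were LPI-stimulated DMSO wells for no effect and DMSO wells without LPI for full effect; some results filed as inactive read as strong as hits; confirmed hits need IC50 under 10 µM and bright autofluorescent wells are also inconclusive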
GPR55 beta-arrestin: GPR55 agonists via beta-arrestin recruitment, primary screen, imaging, U2OS cells, beta-arrestin-GFP redistribution (AID 1961) | U2OS GPR55 beta-arrestin-GFP redistribution imaging; higher % means a stronger effect | 290,000 tested, 0.048% active | activation, % at 10 µM; hits with a dose series show EC50 in µM;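 active = activation above 40% with more than 50 cells counted in the well; inconclusive = wells holding fewer than 50 cells, flagged as toxic or sparse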;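 note: U2OS osteosarcoma cells stably expressing GPR55 and beta-arrestin-GFP; plate controls were DMSO negative control for no effect and LPI positive control for full effect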
HIV peptide binding: cell-free HIV fusion peptide-binding blockers – biochemical, uHTS, fluorescence dequenching, primary screen (AID 1986); cell-free peptide binding, fluorescence dequenching, 30 min; higher % means a stronger effect; one-dose inhibition, % at 20 µM; IC50 in µM for titrated hits; 290,000 tested, 0.3% active; in the data active = inhibition mostly above about 52%, no sharp cut-off; inactive = mostly below about 76%; note: some results filed as inactive read as strong as hits
NOD1 NF-kB reporter: NOD1 signaling inhibitors, primary screen, cell-based, luminescence, uHTS (AID 1578). NOD1-driven NF-kB luciferase reporter cells, luminescence; higher % means a stronger effect. inhibition, % at 4 µM, or EC50 in µM where a hit was titrated. 290,000 tested, 1% active; in the data active = inhibition mostly above about 36%, no sharp cut-off; inactive = mostly below about 34%;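 note: HEK-293T reporter cells stimulated with the NOD1 agonist gamma-tri-DAP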
Myeloid diff MLP: myeloid differentiation induction; ER-HoxA9 myeloid progenitors, lysozyme-GFP differentiation, flow cytometry; AID 624256; calls only at 10 µM; 360,000 tested, 1% active;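 active = normalized GFP-positive differentiation at or above the plate's own cutoff, the solvent-only control mean plus 3 SD; inconclusive = no clear call, values can overlap the other calls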;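 note: cells exposed to compound for four days before flow analysis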
Myeloid diff MLP GFP+ MAC1+ %: also measured in Myeloid diff MLP; calls as there; GFP+ MAC1+ double positive, %; measured here: differentiation confirmed by MAC1 staining
Active calls of the source: *; i = inactive; ? = inconclusive; · = not tested or not shown; [ ] = remark or other dose. Cut-off read from the data, not from the text of the source, unless noted: active = inhibition above about 50%; inactive = the rest. Some of the compounds tested. The share of hits here may be higher or lower than overall.

SMILES	HEK293 NOD2/NF-kB	KOR beta-arrestin-1	GPR35 antagonists	KOR beta-arrestin-2	GPR55 antagonists	GPR55 beta-arrestin	HIV peptide binding	NOD1 NF-kB reporter	Myeloid diff MLP	Myeloid diff MLP GFP+ MAC1+ %
CN(C)CCCN=Cc1c(O)n(CCc2ccc(F)cc2)c(=O)[nH]c1=O	20%	-4.0%	-9%	15%	8%	-0.1%	2.5%	-21%	i	0.5
Cc1cccc(OCC(=O)N2CCN(Cc3cccnc3)CC2)c1	1%	·	14%	-10%[20 µM]	10%	-0.1%	-0.2%	-19%	i	0.3
COC(=O)[C@@H]1C[C@@]1(C)[C@@H](NP(=O)(c1ccccc1)c1ccccc1)c1ccccc1	-5%	2.1%	2%	-14%	-2%	-0.1%	3.4%	-20%	i	2.4
Cc1ccc(N=Nc2c(O)[nH]c(=O)[nH]c2=O)c([N+](=O)[O-])c1	9%	1.3%	-7%	23%	82%	0.2%	-2.9%	-14%	i	0.4
Cc1ccsc1C(=O)C1CCCN(Cc2cccc(OCCO)c2)C1 (stereo not given)	8%	·	12%	13%[20 µM]	21%	-0.1%	0.6%	-11%	i	0.3
c1ccc(-c2nc(N3CCOCC3)s[n+]2-c2ccccc2)cc1	-38%	2.3%	2%	-1%	-2%	0.1%	2.9%	-50%	i	0.9
CCN1CCN(C(=O)COc2cc(=O)n(CC)c3ccccc23)CC1	-6%	-0.5%	28%	-42%	1%	0.6%	0.5%	-33%	i	0.6
O=C1NC(=O)C2(Cc3ccccc3N3CCCC32)C(=O)N1c1cccc(Cl)c1 (stereo not given)	6%	2.8%	-13%	7%	5%	-0.3%	2.3%	2%	i	1.3
N#CC(C#N)=NNc1ccc(S(N)(=O)=O)cc1	1%	12%	-31%	7%	8%	-1.9%	24%	-11%	i	0.5
COC(=O)Cn1cc(C(=O)c2ccccc2F)c2ccccc21	-11%	-4.4%	4%	-10%	2%	-0.2%	1.2%	-34%	i	0.4
O=C(c1ccc(Cl)cc1)C1CCCN(Cc2ccon2)C1 (stereo not given)	2%	·	12%	12%[20 µM]	3%	-0.1%	0.2%	-39%	i	0.2
O=C1NC(=O)[C@]2(Cc3ccccc3N3CCN(c4ccccc4)CC32)C(=O)N1c1ccccc1 (stereo not given in full)	-15%	-2.6%	8%	12%	9%	-0.3%	0.0%	2%	i	2.8
Cn1cc(NC(=O)CCl)cn1	-2%	-2.6%	17%	-12%	9%	0.6%	0.6%	-8%	i	1.6
CCC(C)NC(=O)c1c(N)n(CC2CCCO2)c2nc3ccccc3nc12 (stereo not given)	1%	3.0%	-6%	-26%	19%	-0.2%	1.7%	-20%	i	0.8
COc1ccc(CCNC2CCCCC2)cc1	4%	-2.3%	-2%	20%	-4%	0.2%	0.7%	-19%	i	0.4
O=c1[nH]c(=O)n(Cc2ccco2)c(O)c1/C=N/N1CCCCC1	6%	-0.7%	5%	12%	7%	-0.1%	22%	-37%	i	0.1
COC(=NC1CCCCC1)C(O)c1c[nH]c2ccccc12 (stereo not given)	17%	-4.1%	0%	16%	6%	-0.1%	0.9%	-13%	i	0.6
COC(=O)c1ccccc1OP(=O)(c1cccc([N+](=O)[O-])c1)c1cccc([N+](=O)[O-])c1	10%	2.5%	2%	14%	1%	0.0%	0.9%	1%	i	0.6
CCOC(=O)Cn1cc(C(=O)c2ccccc2F)c2ccccc21	-1%	0.3%	13%	12%	4%	0.3%	-0.3%	11%	i	0.7
C[C@@H]1O[C@@H](O[C@H]2C[C@@H](O)[C@]3(CO)[C@H]4[C@H](O)C[C@]5(C)[C@@H](C6COC(=O)C6)CC[C@]5(O)[C@@H]4CC[C@]3(O)C2)[C@H](O)[C@H](O)[C@H]1O (stereo not given in full)	24%	-0.5%	20%	-156%	9%	-0.1%	-0.2%	-14%	i	2.4
Cc1ccc(-n2c(O)c(C=NCC3CCCO3)c(=O)[nH]c2=O)c(C)c1 (stereo not given)	-15%	5.5%	-19%	24%	2%	0.5%	2.0%	6%	i	0.4
CNC(=O)Oc1cccc(-c2cn3cc(OC(=O)NC)ccc3n2)c1	-2%	2.8%	-6%	-43%	-8%	0.3%	21%	-26%	i	0.7
O=C1Nc2ccccc2C1Cc1nc2ccccc2c(=O)n1-c1ccccc1 (stereo not given)	-19%	0.1%	18%	-5%	6%	-0.1%	0.2%	-5%	i	0.8
CN1CCN(Cc2cn(C)c3ccccc23)CC1CCO (stereo not given)	-12%	2.8%	0%	-37%[20 µM]	5%	0.3%	0.8%	-16%	i	0.6
CCc1ccc(N2C(=O)CC(=O)NC2=O)cc1	20%	-3.4%	5%	-36%[20 µM]	1%	0.0%	-0.7%	-8%	i	0.3

More structures follow:
SMILES	HEK293 NOD2/NF-kB	KOR beta-arrestin-1	GPR35 antagonists	KOR beta-arrestin-2	GPR55 antagonists	GPR55 beta-arrestin	HIV peptide binding	NOD1 NF-kB reporter	Myeloid diff MLP	Myeloid diff MLP GFP+ MAC1+ %
CC(=O)OC1C2CCC1C(N1CCCCC1)CC2 (stereo not given)	12%	-2.4%	-13%	15%	16%	0.1%	-0.3%	-20%	i	0.3
Cc1c(C(c2ccc(Cl)cc2Cl)c2c(O)c3ccccc3oc2=O)c(=O)n(-c2ccccc2)n1C (stereo not given)	12%	-2.9%	-4%	12%	9%	0.0%	6.9%	-9%	i	0.1
CC1CN(O)C2CCc3c(no[n+]3[O-])C12O (stereo not given)	-4%	-4.5%	-12%	-3%	-3%	-0.4%	0.6%	-16%	i	0.5
C/C(=N\N1CCN(C)CC1)c1c(O)n(Cc2ccccc2)c(=O)[nH]c1=O	28%	-5.8%	13%	3%	-2%	-0.1%	-1.0%	-5%	i	0.1
COc1ccc2c(c1)/C(=C/c1cnc[nH]1)C(=O)N2	36%	-0.2%	3%	0%[20 µM]	-12%	-0.1%	-0.8%	6%	?	·
COc1ccc(NP(=O)(Nc2ccc(OC)cc2)Oc2ccccc2)cc1	11%	0.9%	2%	-11%	13%	-0.2%	-1.2%	-10%	i	1.3
CCN(CC)S(=O)(=O)c1cc(NC(=O)C(C)N2CC=C(c3ccccc3)CC2)ccc1C (stereo not given)	0%	3.0%	6%	11%	6%	0.1%	-2.9%	14%	i	0.6
C#CCN1C(=O)C2(C(C#N)=C(N)OC(C)=C2C(=O)OCc2ccccc2)c2ccccc21 (stereo not given)	-18%	-1.7%	0%	12%	18%	-0.2%	-1.5%	2%	i	0.9
O=C1NC(=O)C(=Cc2csc3ccccc23)C(=O)N1	12%	1.3%	-3%	31%	13%	0.2%	2.4%	-1%	i	0.6
CCOc1cc2c(cc1OCC)-n1cccc1C(c1ccc(OC)c(OC)c1)NC2 (stereo not given)	16%	-1.1%	4%	26%	6%	-0.3%	-2.6%	-5%	i	0.7
CCCCCCN=C(CC)c1c(O)n(CCCC)c(=O)[nH]c1=O	11%	4.4%	-14%	35%	-2%	0.0%	-2.2%	1%	i	2.3
COc1ccc(N2CCN(CCc3ccncc3)CC2)cc1	-33%	-6.8%	28%	-2%	-7%	-0.3%	-2.2%	9%	i	4.2
CC(C)c1ccc(NC(=O)CSc2nnc(OC(=O)N(C)C)n2C2CC2)cc1	-5%	-2.0%	-9%	3%	12%	-0.1%	0.8%	-19%	i	0.3
COc1ccccc1N=Cc1c(O)n(C)c(=O)n(C)c1=O	2%	1.6%	0%	-8%	6%	0.1%	0.3%	4%	i	0.5
Cc1cc(NCCN)nc2ccccc12	-27%	0.8%	0%	-11%	8%	-0.2%	2.6%	-2%	i	1.7
CN(C)C(CNC(=O)Cc1ccc(Br)cc1)c1ccccc1 (stereo not given)	8%	-3.1%	3%	6%	0%	-0.2%	-1.1%	-11%	i	1.2
Nc1cccc(N=Cc2c(O)n(Cc3ccc(F)cc3)c(=O)[nH]c2=O)c1	8%	-1.7%	0%	-4%	9%	0.0%	11%	-7%	i	0.8
COc1ccc(NC(=O)c2cn(CCC#N)nc2-c2ccc(OC)c(OC)c2)cc1	6%	1.7%	5%	-21%	-18%	-0.3%	1.1%	21%	i	0.0
O=C1NC(=O)C(=Cc2cn(CCOc3ccc4c(c3)OCO4)c3ccccc23)C(=O)N1	4%	-2.7%	-6%	-54%	1%	9.0%	-3.7%	50%	i	0.2
CCC[N+]12CCC(CC1)C(C(O)(c1ccccc1)c1ccccc1)C2 (stereo not given)	3%	-2.6%	-8%	33%	6%	0.0%	0.2%	-2%	i	1.2
CN1C2c3ccccc3C3C4c5ccccc5C(C31)C(C2[N+](=O)[O-])N4C (stereo not given)	13%	2.5%	12%	27%	15%	0.3%	-1.1%	-8%	i	0.3
O=c1[nH]c(=S)[nH]c(O)c1N=Nc1ccc(OC(F)F)cc1	-81%	-2.4%	10%	11%	8%	-0.2%	-0.9%	-47%	i	0.6
